Assay outcomes: PubChem BioAssay, several laboratories
CRFBP-R2 agonist: agonists of human CRF-binding protein/CRF-R2 receptor complex; HEK293 CRF-R2/CRF-BP, calcium dye fluorescence (FLIPR); percent of saturating CRF peptide response; 0.46% of 350,000 active; activation, % at 13.2 µM;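 active = activation of at least 50%, plus an integration ratio under a set limit after plate pattern correction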;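 also: plate controls were neutral control wells without compound for no effect and CRF at EC100 for full effect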
CHRM4 PAM: CHRM4 positive allosteric modulation; 0.4% of 360,000 active; CHO-K1 hM4/Gqi5, Fluo-8 calcium fluorescence, ACh EC20; 0% = ACh EC20, 100% = maximal ACh; activation, % at 3 µM; P08173;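 active = activation above its plate's cutoff, the mean activation of sample wells plus 3 SD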; also: some results filed as inactive read as strong as hits
Target sequence (P08173 whole entry, looked up): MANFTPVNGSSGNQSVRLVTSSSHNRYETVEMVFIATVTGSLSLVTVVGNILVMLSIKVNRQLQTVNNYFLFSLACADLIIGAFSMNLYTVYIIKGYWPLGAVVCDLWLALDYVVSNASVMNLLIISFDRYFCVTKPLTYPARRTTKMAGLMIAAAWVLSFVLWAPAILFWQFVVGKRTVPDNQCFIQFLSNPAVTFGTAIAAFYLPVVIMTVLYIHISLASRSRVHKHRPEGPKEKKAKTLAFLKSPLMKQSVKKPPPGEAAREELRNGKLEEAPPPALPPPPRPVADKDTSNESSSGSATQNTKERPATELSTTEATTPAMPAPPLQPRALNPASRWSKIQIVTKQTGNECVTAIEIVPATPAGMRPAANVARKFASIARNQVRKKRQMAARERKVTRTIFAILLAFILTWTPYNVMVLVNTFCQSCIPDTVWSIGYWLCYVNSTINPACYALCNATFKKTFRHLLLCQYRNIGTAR
CHRM5 PAM: CHRM5 positive allosteric modulation. AID 624038. 0.3% of 360,000 active. activation, % at 3 µM. CHO-K1 hM5, Fluo-8 calcium, ACh EC20 PAM; 0% = ACh EC20, 100% = ACh EC100. P08912;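 active = activation above the run cutoff, the mean activation of all test compounds plus 3 SD, cut at about 18% in these data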
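System: CHO-K1 cell line with stable human muscarinic M5 receptor expression | Also added: EC20 acetylcholine as agonist stimulus | Compound: One concentration, 3 µM final (nominal) | Timing: Fluo-8 loading 80 min at 37 °C plus 30 min room temperature | Measured by: Fluo-8 calcium dye fluorescence, kinetic read | Read-out basis: % activation, ACh-normalized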
M4 ag: CHRM4 agonism in calcium assay. activation, % at 3 µM. 0.14% of 360,000 active. CHO-K1 hM4/Gqi5, Fluo-8 calcium fluorescence; vehicle 0%, full acetylcholine response 100%;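 active = activation above the run mean over all test wells plus 3 SD, cut at about 32% in these data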;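 also: peak over basal fluorescence ratio per well then scaled between controls; 0% = DMSO wells and 100% = acetylcholine at EC100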
M5 antag: antagonists of human muscarinic M5 receptor (CHRM5) | P08912 | CHO-hM5 cells, Fluo-8 calcium fluorescence, ACh EC80 | inhibition, % at 3 µM | 0.59% of 360,000 active | AID 624040;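 active = inhibition above a per-plate cutoff, the mean of that plate's test compounds plus 3 SD, cut at about 27% in these data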;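 also: 0% = acetylcholine EC80 with DMSO and 100% = DMSO without agonist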
M4 antag: blocks acetylcholine activation of human M4 receptor; P08173; CHO-hM4 cells, ACh EC80, Fluo-8 calcium fluorescence; inhibition, % at 3 µM; 0.73% of 360,000 active;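 active = inhibition above its plate's cutoff, the mean inhibition of sample wells plus 3 SD, cut at about 27% in these data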;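 also: 0% = acetylcholine EC80 with DMSO and 100% = DMSO without agonist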
CHRM1 PAM: positive allosteric modulators of human M1 muscarinic receptor; CHO-K1 hM1, Fluo-8 calcium fluorescence, ACh EC20; 0% = ACh EC20, 100% = maximal ACh; activation, % at 3 µM; 0.088% of 360,000 active; AID 588819; in the data active = activation above about 19%, passing the limit was not always enough
CHRM1 antagonist: blocks human M1 muscarinic receptor. CHO-K1 hM1, Fluo-8 calcium fluorescence, ACh EC80 antagonist. 1.3% of 360,000 active. AID 588852. inhibition, % at 3 µM;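 active = percent inhibition above its own plate's cutoff, namely the mean of that plate's compound wells plus 3 SD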;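 also: peak over basal fluorescence ratio during 140 s after agonist addition; 0% = ACh EC80 plus DMSO and 100% = DMSO alone without agonist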
M5 ag: CHRM5 agonism in calcium assay; P08912; 0.19% of 360,000 active; activation, % at 3 µM; AID 624037; CHO-K1 hM5 cells, Fluo-8 calcium fluorescence; 0% DMSO wells, 100% maximal acetylcholine response;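 active = activation above the run's mean over test compounds plus 3 SD, cut at about 23% in these data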;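 also: signal is peak over basal fluorescence ratio across the kinetic read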
* = called active by the depositor; nt = not tested or not shown.

#1 CCCOc1ccc(CN(C(=O)c2cccc(OC)c2)C2CCS(=O)(=O)C2)cc1 (stereo not given)
#2 Brc1ccc(CSc2ccc(-c3ccco3)nn2)cc1
#3 CC(C)OC(=O)/C(=C\c1ccccc1)NC(=O)c1ccccc1
#4 Cc1nc2c(OCc3cc(Cl)cc(Cl)c3)cccn2c1N(C)C(=O)CCC1CCCC1
#5 O=C(O)CCn1[nH]c(=O)ccc1=O
#6 COc1ccc2sc(N(CCCN(C)C)C(=O)c3ccc(S(=O)(=O)N4CCCc5ccccc54)cc3)nc2c1
#7 NC(=O)CSc1nnnn1-c1ccc2c(c1)OCCO2
#8 Cn1c(=O)[nH]c(=O)c2c1nc(CN1CCN(c3ccc(F)cc3)CC1)n2CCCc1ccccc1
#9 COc1ccc(S(=O)(=O)N2CCCOC2CNC(=O)C(=O)NCc2ccccc2F)cc1C (stereo not given)
#10 FC(F)(F)c1ccccc1Cc1c(-c2ccccc2)nc2c3ccccc3ccn12

| assay / entry | 1 | 2 | 3 | 4 | 5 | 6 | 7 | 8 | 9 | 10 |
| --- | --- | --- | --- | --- | --- | --- | --- | --- | --- | --- |
| CRFBP-R2 agonist | -0.8 | 0.4 | -0.3 | nt | -1.4 | 19 | 0.9 | 1.2 | 1.1 | nt |
| CHRM4 PAM | -2 | 11 | -6 | -5 | 1 | -2 | 2 | 7 | -2 | 0 |
| CHRM5 PAM | 1 | 1 | -7 | -12 | 1 | 0 | 2 | 4 | 0 | 0 |
| M4 ag | 0 | 0 | 1 | 5 | 1 | 8 | -1 | -1 | 4 | -1 |
| M5 antag | 2 | 1 | 7 | 15 | 0 | 9 | -3 | 1 | -24 | 3 |
| M4 antag | -3 | -6 | 6 | 2 | 10 | 8 | 13 | 11 | -9 | -8 |
| CHRM1 PAM | 9 | 3 | 5 | -17 | 4 | -6 | 7 | 0 | 4 | 0 |
| CHRM1 antagonist | -13 | -13 | 0 | 38* | -17 | 3 | -12 | -4 | -5 | -26 |
| M5 ag | -4 | -1 | -2 | -2 | -3 | -4 | -2 | -3 | -1 | 3 |

#11 COCCCN1C(=O)c2ccc(C(=O)NCc3ccccn3)cc2C1=O
#12 Cc1ccc2cc3cc(C(=O)NC4CCCCC4)oc3nc2c1
#13 COc1cccc(NC(=S)N(CCc2c(C)[nH]c3ccc(C)cc23)Cc2cccs2)c1
#14 O=C(CN1C(=O)S/C(=C\c2ccc(F)cc2)C1=O)NCCCn1ccnc1
#15 CC1CC(OCC(O)C[N+]2(C)CCOCC2)CC(C)(C)C1 (stereo not given)
#16 CCc1ccc(S(=O)(=O)NCC2(N3CCOCC3)CCCCC2)cc1
#17 CCN(CC)S(=O)(=O)c1cccc(NC(=O)CN2C(=O)NC3(CCOc4ccccc43)C2=O)c1 (stereo not given)
#18 COCCn1c(SCC(=O)NCC2CCCO2)nc2c(c1=O)SCC2 (stereo not given)
#19 Cc1cc(C)n(-c2ccc(C(=O)OCC(=O)Nc3ccc([N+](=O)[O-])cc3)cc2)n1
#20 c1ccc(CSC2=NCCS2)cc1

| assay / entry | 11 | 12 | 13 | 14 | 15 | 16 | 17 | 18 | 19 | 20 |
| --- | --- | --- | --- | --- | --- | --- | --- | --- | --- | --- |
| CRFBP-R2 agonist | -0.3 | 1.6 | 2.5 | 0.2 | 2.4 | 54* | 1.9 | 4.2 | 0.5 | -0.5 |
| CHRM4 PAM | 4 | -1 | -2 | 1 | -9 | 9 | 8 | -3 | -5 | -1 |
| CHRM5 PAM | 4 | 2 | -7 | 0 | 0 | 1 | -1 | -1 | -6 | -8 |
| M4 ag | 2 | 1 | 3 | 1 | 15 | 0 | 3 | 0 | 8 | 0 |
| M5 antag | -6 | 5 | 0 | -2 | -9 | 7 | 7 | -8 | -8 | 22 |
| M4 antag | -13 | -4 | -17 | 2 | 12 | -4 | -22 | -4 | -9 | 3 |
| CHRM1 PAM | 6 | 2 | 4 | 0 | -2 | 9 | 1 | 0 | 1 | 11 |
| CHRM1 antagonist | -12 | -6 | -5 | 0 | -1 | -12 | -4 | 1 | -1 | -3 |
| M5 ag | -4 | 0 | 0 | -4 | -10 | -1 | -4 | -3 | -2 | -3 |

#21 N#Cc1ccc(C(=O)NC23CC4CC(CC(C4)C2)C3)cc1
#22 CC1CCC2(CC1)NC(=O)N(CC(=O)N1CCN(C(=O)c3cccs3)CC1)C2=O (stereo not given)
#23 COc1ccc(N(C(=O)c2snc(C(N)=O)c2N)C(C(=O)NC2CCCC2)c2cc(OC)ccc2OC)cc1 (stereo not given)
#24 CCCCn1cnc2c(SCc3ccccc3)nc(N)nc21
#25 COc1cccc(/C=C/C(=O)OCC(=O)NC(=O)NC2CCCC2)c1
#26 CCCNC(=O)c1ccc2c(c1)nc(C)n2-c1cccc(Cl)c1

| assay / entry | 21 | 22 | 23 | 24 | 25 | 26 |
| --- | --- | --- | --- | --- | --- | --- |
| CRFBP-R2 agonist | -0.2 | -0.7 | 1.9 | -2.1 | -3.1 | -0.2 |
| CHRM4 PAM | -4 | 15 | 0 | 0 | 5 | -5 |
| CHRM5 PAM | -9 | 2 | -4 | -1 | -5 | -13 |
| M4 ag | -1 | 0 | 0 | 2 | 9 | 17 |
| M5 antag | 8 | 1 | 16 | 13 | 4 | 14 |
| M4 antag | 0 | -14 | 3 | -1 | 1 | -7 |
| CHRM1 PAM | 1 | 8 | -5 | -6 | 1 | 8 |
| CHRM1 antagonist | 1 | 7 | 4 | 17 | 1 | -9 |
| M5 ag | -6 | 2 | -3 | -2 | 1 | 1 |

Gathered by group, those above with four or more nitrogen atoms
#6 COc1ccc2sc(N(CCCN(C)C)C(=O)c3ccc(S(=O)(=O)N4CCCc5ccccc54)cc3)nc2c1
#7 NC(=O)CSc1nnnn1-c1ccc2c(c1)OCCO2
#8 Cn1c(=O)[nH]c(=O)c2c1nc(CN1CCN(c3ccc(F)cc3)CC1)n2CCCc1ccccc1
#14 O=C(CN1C(=O)S/C(=C\c2ccc(F)cc2)C1=O)NCCCn1ccnc1
#17 CCN(CC)S(=O)(=O)c1cccc(NC(=O)CN2C(=O)NC3(CCOc4ccccc43)C2=O)c1 (stereo not given)
#19 Cc1cc(C)n(-c2ccc(C(=O)OCC(=O)Nc3ccc([N+](=O)[O-])cc3)cc2)n1
#22 CC1CCC2(CC1)NC(=O)N(CC(=O)N1CCN(C(=O)c3cccs3)CC1)C2=O (stereo not given)
#23 COc1ccc(N(C(=O)c2snc(C(N)=O)c2N)C(C(=O)NC2CCCC2)c2cc(OC)ccc2OC)cc1 (stereo not given)
#24 CCCCn1cnc2c(SCc3ccccc3)nc(N)nc21

| assay / entry | 6 | 7 | 8 | 14 | 17 | 19 | 22 | 23 | 24 |
| --- | --- | --- | --- | --- | --- | --- | --- | --- | --- |
| CRFBP-R2 agonist | 19 | 0.9 | 1.2 | 0.2 | 1.9 | 0.5 | -0.7 | 1.9 | -2.1 |
| CHRM4 PAM | -2 | 2 | 7 | 1 | 8 | -5 | 15 | 0 | 0 |
| CHRM5 PAM | 0 | 2 | 4 | 0 | -1 | -6 | 2 | -4 | -1 |
| M4 ag | 8 | -1 | -1 | 1 | 3 | 8 | 0 | 0 | 2 |
| M5 antag | 9 | -3 | 1 | -2 | 7 | -8 | 1 | 16 | 13 |
| M4 antag | 8 | 13 | 11 | 2 | -22 | -9 | -14 | 3 | -1 |
| CHRM1 PAM | -6 | 7 | 0 | 0 | 1 | 1 | 8 | -5 | -6 |
| CHRM1 antagonist | 3 | -12 | -4 | 0 | -4 | -1 | 7 | 4 | 17 |
| M5 ag | -4 | -2 | -3 | -4 | -4 | -2 | 2 | -3 | -2 |
